Assay outcomes: PubChem BioAssay, several laboratories
Rin1-Abl PPI inh – inhibitors of Rin1-Abl protein binding, primary screen, biochemical, TR-FRET | 360,000 compounds, 0.4% hits | inhibition, % at 7.35 µM | Tyrosine-protein kinase ABL1 (Homo sapiens) + Ras and Rab interactor 1 (Homo sapiens), …; in the data active = inhibition above about 5%, passing the limit was not always enough
Neddyl block – inhibitors of cullin neddylation, primary screen, biochemical, TR-FRET, uHTS, NAE and Ubc12. NEDD8-conjugating enzyme Ubc12 (Homo sapiens) + NEDD8-activating enzyme E1 regulatory …. calls only at 25 µM. 360,000 compounds, 0.58% hits. AID 651699, 2012; in the data active = inhibition above about 36%
bovine MsrA act – bovine MsrA enzyme activators, primary screen, biochemical, absorbance, HTS; Methionine sulfoxide reductase A (Bos taurus); purified bovine MsrA, absorbance read-out; activation, % at 10.6 µM; 360,000 compounds, 0.3% hits; AID 602163, 2012; in the data active = activation above about 7.5%;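 also: 0% = vehicle and 100% = reference activator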
FAS TE block – FAS thioesterase domain inhibitors, primary screen, biochemical, fluorescence intensity, uHTS; Fatty acid synthase (Homo sapiens), P49327; recombinant FAS-TE, OMFH fluorogenic substrate, fluorescence endpoint; inhibition, % at 15 µM; AID 602261, 2012; 360,000 compounds, 0.67% hits;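 active = compounds whose normalised, plate-corrected inhibition of enzyme fluorescence in the single-dose primary screen is 50% or more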;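 also: 0% = DMSO with enzyme and 100% = substrate without enzyme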
NRP1-CendR mod – modulators of CendR peptide binding to NRP-1, primary screen, biochemical, fluorescence polarization, uHTS; Neuropilin-1 (Homo sapiens), O14786; FAM-RPARPAR peptide binding to NRP-1; inhibition, % at 25 µM; 360,000 compounds, 0.85% hits;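 active = inhibition or corrected inhibition above about 18%, plus a signal ratio from 0.5 to 1.5, limit read from the data, passing the limit was not always enough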; also: strong numbers were not always called active
Target sequence (O14786 whole entry, looked up): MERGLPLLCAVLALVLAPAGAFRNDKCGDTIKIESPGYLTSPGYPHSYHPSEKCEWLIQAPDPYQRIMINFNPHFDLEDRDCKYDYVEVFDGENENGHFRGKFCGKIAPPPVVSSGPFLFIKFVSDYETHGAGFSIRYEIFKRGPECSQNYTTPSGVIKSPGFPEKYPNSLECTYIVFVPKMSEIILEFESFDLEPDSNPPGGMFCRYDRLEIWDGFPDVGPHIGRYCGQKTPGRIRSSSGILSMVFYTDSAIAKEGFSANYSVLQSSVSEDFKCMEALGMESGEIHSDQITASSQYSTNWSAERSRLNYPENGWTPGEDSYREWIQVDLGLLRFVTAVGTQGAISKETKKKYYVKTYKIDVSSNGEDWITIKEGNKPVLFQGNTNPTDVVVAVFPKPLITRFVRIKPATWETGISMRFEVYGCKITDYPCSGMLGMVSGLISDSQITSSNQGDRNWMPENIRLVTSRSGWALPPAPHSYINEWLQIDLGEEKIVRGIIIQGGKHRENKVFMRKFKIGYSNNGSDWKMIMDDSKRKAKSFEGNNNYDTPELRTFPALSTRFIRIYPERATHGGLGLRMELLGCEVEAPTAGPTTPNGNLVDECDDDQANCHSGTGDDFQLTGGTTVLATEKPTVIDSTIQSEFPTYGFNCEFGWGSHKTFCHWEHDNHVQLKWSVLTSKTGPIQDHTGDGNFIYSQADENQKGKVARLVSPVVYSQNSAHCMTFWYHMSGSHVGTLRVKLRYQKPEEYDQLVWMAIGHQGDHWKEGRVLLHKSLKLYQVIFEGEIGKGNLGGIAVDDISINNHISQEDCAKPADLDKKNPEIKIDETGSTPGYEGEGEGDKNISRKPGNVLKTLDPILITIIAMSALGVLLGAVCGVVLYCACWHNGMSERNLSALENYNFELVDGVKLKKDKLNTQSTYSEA
E coli Lon inh – inhibitors of E. coli Lon protease, primary screen, biochemical, fluorescence polarization | P0A9M0 | inhibition, % at 7.94 µM | 360,000 compounds, 0.42% hits | purified E. coli Lon protease | AID 602123, 2011; in the data active = inhibition above about 13%, passing the limit was not always enough;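 also: 0% = enzyme with probe and DMSO and 100% = no enzyme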
MsrA inhibitor – bovine MsrA enzyme inhibitors, primary screen, biochemical, absorbance, HTS. inhibition, % at 15.5 µM. purified bovine MsrA, absorbance read-out. Methionine sulfoxide reductase A (Bos taurus). 360,000 compounds, 0.75% hits; in the data active = inhibition above about 4.5%;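 also: 0% = vehicle wells with enzyme and 100% = reference inhibitor wells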
MT1-MMP act inh – blockers of MT1-MMP proenzyme processing, primary screen, HT1080 RFP-PRO-GFP cells, GFP/RFP fluorescence; GFP/RFP ratio fluorescence, overnight; percent of plate control window, DMSO zero; 360,000 compounds, 0.061% hits; GFP/RFP ratio change, % at 20 µM; Matrix metalloproteinase-14 (Homo sapiens), P50281; AID 651647, 2012;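 active = GFP/RFP ratio change of at least 30% with cell ATP level not reduced by more than half and red fluorescence within 50% of control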; also: strong numbers were not always called active
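Material: RFP-PRO-GFP reporter HT1080 cells. Dosing: single-point 20 µM compound, 1% DMSO. Controls: DMSO and RFP-L50D-GFP cell wells. Timing: cells overnight before dosing, compound overnight, 37 °C, 5% CO2. Measure: GFP/RFP fluorescence ratio.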
SKN-1 block – suppressors of acrylamide-induced Pgst-4::GFP reporter in worms, primary screen, SKN-1 inhibitor project, whole organism, uHTS, GFP/RFP fluorescence ratio, strain VP596; C. elegans VP596 Pgst-4::GFP/RFP ratio, 24 h; inhibition, % at 21.8 µM; 360,000 compounds, 0.49% hits;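 active = interference check ratio from 0.5 to 1.5 plus GFP to RFP signal ratio inhibition reaching or exceeding a fixed threshold, cut at about 30% in these data, passing the limit was not always enough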; also: some compounds called inactive have numbers as strong as hits
The depositor's hits bear a star; i = inactive; · = no result given.

SMILES | Rin1-Abl PPI inh | Neddyl block | bovine MsrA act | FAS TE block | NRP1-CendR mod | E coli Lon inh | MsrA inhibitor | MT1-MMP act inh | SKN-1 block
CCOc1cc(C2C(C(=O)c3ccco3)=C(O)C(=O)N2CCc2ccccc2)ccc1O (configuration not stated) | 1 | i | -6 | -7 | -4 | -7 | 3.2 | 1 | 14
Cc1c(Br)c(C(F)(F)F)nn1CC(=O)NCCN1CCOCC1 | 1 | i | 0 | -9 | -2 | -12 | -0.7 | 3 | 19
CCOc1cc(OCC)cc(C(=O)N2CCC[C@H]2C(=O)N2CCC[C@H]2C(=O)N(C)Cc2ccccc2)c1 | · | i | -2 | -6 | 3 | -3 | -1.2 | -1 | -1
C[C@H](CO)N1C[C@H](C)[C@H](CN(C)C(=O)Nc2ccc(C(F)(F)F)cc2)Oc2ncc(Br)cc2C1=O | 4 | i | 1 | 2 | 6 | 1 | -0.8 | 3 | -1
O=C(O)C1CCCN(S(=O)(=O)c2ccc(Cl)s2)C1 (configuration not stated) | 0 | i | -7 | -8 | -8 | 3 | -0.2 | -1 | -2
CC1Sc2ccc(S(=O)(=O)CCC(=O)NCc3ccc(Cl)cc3)cc2NC1=O (configuration not stated) | 0 | i | -1 | 19 | 5 | 3 | 1.0 | 0 | -6
COc1ccc(C2c3ccc(O)cc3Oc3ncn4nc(-c5ccccn5)nc4c32)cc1 (configuration not stated) | 3 | i | -8 | -5 | -8 | -7 | 0.8 | -6 | 2
O=C(CCNS(=O)(=O)c1ccccc1C(F)(F)F)Nc1ccncc1 | 0 | i | -1 | -9 | -4 | -12 | -0.2 | 1 | -7
COc1cc(C(=O)OCC(=O)NCC2CCCCC2)ccc1OCC(C)C | 0 | i | 1 | -7 | -3 | 7 | -0.5 | 1 | 6
Cc1ccc(C(=O)c2cc(C)sc2NC(=O)CN2CCN(C(=O)c3ccco3)CC2)cc1 | -1 | i | -3 | 26 | -3 | -1 | 0.6 | -13 | -5
COc1ccccc1CN1CC(C(=O)NCc2cccc(Cl)c2)CCC1=O (configuration not stated) | -6 | i | 0 | -4 | 3 | -13 | 0.6 | 3 | 22
CC(=O)c1ccc(NC(=O)CN2CCOCC2)cc1 | 0 | i | -8 | -8 | 2 | -5 | -0.3 | -2 | -2
CCOC(=O)C1(CC2CC2)CCN(C(=O)c2cccnc2C)CC1 | 1 | i | -3 | -2 | 2 | -4 | 1.6 | -10 | -9
CCCCn1c(N)c(N(CC(C)C)C(=O)CN2C(=O)C3CCCCC3C2=O)c(=O)[nH]c1=O (configuration not stated) | 5 | i | 0 | -2 | -1 | -8 | -1.4 | 1 | 7
CN(C)C(CNC(=O)c1ccc(S(=O)(=O)Nc2ccccc2F)cc1)c1ccccc1 (configuration not stated) | 4 | i | -8 | -4 | -6 | 8 | -0.2 | 11 | -13
CC(C)Cn1cnc2c(c(-c3ccccc3)c(-c3ccccc3)n2Cc2ccco2)c1=N | -1 | i | 3 | 1 | 1 | 6 | -1.4 | -13 | 1
CC(C)Nc1ccc(Nc2ccnc3cc4ccccc4cc23)cc1 | -17 | i | 1 | -3 | 7 | 13 | -0.3 | -2 | -1
Cc1ccc(/C=C/C(=O)OCC(=O)c2ccc3c(c2)NC(=O)CO3)o1 | 3 | i | -4 | -1 | -12 | -9 | 1.9 | 1 | 2
COc1cc(NC(=O)C2CC(c3ccccc3O)=NO2)c(OC)cc1Cl (configuration not stated) | -2 | i | -4 | 24 | 2 | -8 | -0.2 | 1 | 4
CCOC(=O)CC(C(=O)OCC)P(=O)(c1ccccc1)c1ccccc1 (configuration not stated) | -2 | i | -8 | -7 | -7 | -6 | -1.3 | 0 | 3
O=C1NC(=O)C(=Cc2ccc(Cl)cc2Cl)S1 | -1 | i | -4 | 6 | -37 | -4 | 3.8 | -1 | -16
COC(=O)c1cc(C)sc1NC(=O)C1CC(=O)NN1Cc1ccccc1 (configuration not stated) | 3 | i | -1 | 3 | 0 | -1 | 1.8 | -2 | 6
COc1ccccc1C1NC(=O)NC(C)=C1C(=O)OC1CCC(C)CC1 (configuration not stated) | 1 | i | 0 | 3 | -3 | -5 | -0.5 | -1 | 9
CCOC(=O)C1=C(COC(=O)/C=C/c2cc(Br)ccc2F)NC(=O)NC1C (configuration not stated) | -1 | i | -2 | 13 | 0 | 3 | -0.1 | 2 | 6
Cc1nc(N)nc(COc2ccccc2)n1 | 0 | i | -2 | -6 | -11 | -5 | -0.8 | 1 | -9
Cc1ccc(S(=O)(=O)Nc2ccc(N(C)C)cc2)cc1 | 4 | i | -8 | -2 | -7 | -3 | 0.0 | 2 | 3
CSc1oc(-c2ccco2)nc1S(=O)(=O)c1ccccc1 | -2 | i | -4 | 5 | -5 | -11 | 1.1 | -2 | 10
Cc1ccc(Cl)cc1N1CCN(C(=O)Cn2ncn3cccc3c2=O)CC1 | -3 | i | -1 | 8 | -8 | 8 | 0.1 | -7 | 10
Cc1ccc(S(=O)(=O)NNC(=S)NCC2CCCO2)cc1 (configuration not stated) | 3 | i | -2 | -8 | 5 | 10 | 1.4 | 3 | 7
Clc1ccc(-c2cc(COc3ccccc3)no2)cc1Cl | 5 | i | -1 | 20 | -4 | -2 | 1.0 | 2 | 17
Cc1ccc(S(=O)(=O)CC(=O)Nc2cc(C)on2)cc1 | 0 | i | -2 | -7 | 8 | -5 | -0.1 | 2 | 2
Fc1cccc(-c2cc3nc(-c4ccccc4)cc(N4CCC5(CC4)OCCO5)n3n2)c1 | 1 | i | -3 | 38 | 4 | -1 | 0.7 | -3 | 17
O=C(CSC1CN(C(c2ccccc2)c2ccccc2)C1)N/N=C/c1ccc(Cl)cc1Cl | 4 | i | -2 | 24 | -16 | -14 | -0.1 | 1 | 2
O=S(=O)(c1ccc(F)c(F)c1)N1CCN(c2ncccn2)CC1 | -1 | i | -5 | 1 | 8 | -2 | 0.8 | -1 | -3
CCn1cc(C(=O)NCCCN2CCCC(C)C2)c(=O)c2cc(S(=O)(=O)N3CCc4ccccc4C3)ccc21 (configuration not stated) | 1 | i | 1 | -7 | -4 | 1 | 0.7 | 0 | -3
COC(=O)CSc1nnc(CNC(=O)Cc2ccccc2)n1-c1ccccc1OC | -4 | i | -4 | -3 | -4 | -5 | · | 3 | 4
O=C(NNC1CC(=O)N(c2ccccc2)C1=O)c1ccc(COc2ccccc2Cl)o1 (configuration not stated) | -1 | i | -9 | -8 | 2 | 5 | -1.4 | -3 | 5
N#Cc1c(N)nc(SCC(=O)C23CC4CC(CC(C4)C2)C3)c(C#N)c1-c1ccc(Cl)cc1 | -364 | i | -4 | -4 | 1 | -1 | -1.5 | 4 | -18
CC(=O)NNC(=S)NC(=O)c1ccc(C)cc1 | 0 | i | -1 | -5 | 3 | -6 | -0.4 | 2 | 10
COCCNC(=O)C1(C)CCN(C(=O)c2ccc(OC)c(F)c2)C1 (configuration not stated) | 0 | i | -2 | -4 | 2 | -7 | 0.0 | -2 | 21

Part of the list above in order of number of heavy atoms, low to high.
SMILES | Rin1-Abl PPI inh | Neddyl block | bovine MsrA act | FAS TE block | NRP1-CendR mod | E coli Lon inh | MsrA inhibitor | MT1-MMP act inh | SKN-1 block
COCCNC(=O)C1(C)CCN(C(=O)c2ccc(OC)c(F)c2)C1 (configuration not stated) | 0 | i | -2 | -4 | 2 | -7 | 0.0 | -2 | 21
O=C(NNC1CC(=O)N(c2ccccc2)C1=O)c1ccc(COc2ccccc2Cl)o1 (configuration not stated) | -1 | i | -9 | -8 | 2 | 5 | -1.4 | -3 | 5
N#Cc1c(N)nc(SCC(=O)C23CC4CC(CC(C4)C2)C3)c(C#N)c1-c1ccc(Cl)cc1 | -364 | i | -4 | -4 | 1 | -1 | -1.5 | 4 | -18
CCn1cc(C(=O)NCCCN2CCCC(C)C2)c(=O)c2cc(S(=O)(=O)N3CCc4ccccc4C3)ccc21 (configuration not stated) | 1 | i | 1 | -7 | -4 | 1 | 0.7 | 0 | -3

Additional compounds follow.
SMILES | Rin1-Abl PPI inh | Neddyl block | bovine MsrA act | FAS TE block | NRP1-CendR mod | E coli Lon inh | MsrA inhibitor | MT1-MMP act inh | SKN-1 block
O=[N+]([O-])c1ccc(CSc2ccc(S(=O)(=O)N3CCOCC3)cn2)cc1 | 1 | i | -5 | 53* | 2 | 4 | -1.0 | 1 | 16
COc1cc(NC(=S)N2CCCCC2C)c(OC)cc1Cl (configuration not stated) | 3 | i | -8 | -6 | 3 | -3 | 0.7 | 5 | 2
O=CNc1ccccc1Oc1ccccc1 | -1 | i | -5 | -2 | 3 | 15 | -0.5 | -8 | -3
Cc1nonc1NC(=O)CSc1ccc(-c2ccccc2)nn1 | 0 | i | -2 | 2 | -12 | 0 | -0.2 | 1 | 30
O=C(CN1C(=O)C2C3CC(C(Br)C3Br)C2C1=O)N1CCN(Cc2ccccc2)CC1 (configuration not stated) | -6 | i | -4 | -4 | -2 | 24 | 2.7 | -3 | 0
CCCNC(=O)C1(CC2CC(c3ccccc3)=NO2)CCN(C(=O)OC(C)(C)C)CC1 (configuration not stated) | 1 | i | -3 | -11 | 3 | -8 | 0.3 | 0 | 2
CC(=O)c1cccc(NC(=O)COC(=O)c2ccc3c(c2)OCCO3)c1 | -4 | i | -4 | 7 | -3 | 7 | -0.7 | 1 | -11
Cc1ccccc1-c1cc2nc(NCc3ccccc3F)n(C)c(=O)c2s1 | -4 | i | -7 | 22 | -10 | 5 | 1.1 | -2 | -11
CCOC(=O)c1c2c3c(c(Cl)ccc3[nH]c1=O)C(=O)c1ccccc1-2 | -1 | i | -9 | 40 | 1 | 17* | 1.0 | 44* | 8
O=C(c1ccncc1)N1CCN(C(=O)c2ccco2)CC1 | -1 | i | -5 | -4 | -2 | -15 | -0.1 | -2 | -1
COc1cc(/C=N/NC(=O)CNC(=O)c2ccncc2)ccc1OC(C)=O | 5 | i | 5 | -5 | 13 | 4 | 1.9 | -1 | -4
c1ccc(OCCCc2nc(-c3ccccn3)no2)cc1 | 2 | i | -3 | -7 | 6 | 1 | 0.0 | 1 | -11
COc1ccc(/C=C2\SC(=O)N(CCNC(=O)CCS(=O)(=O)c3ccc(C)cc3)C2=O)cc1 | -4 | i | -14 | 3 | 13 | -3 | 2.8 | -1 | -9
CCOc1ccc(C(Nc2cccnc2)c2cc(Cl)c3cccnc3c2O)cc1 (configuration not stated) | -2 | i | -4 | -4 | -7 | -3 | 0.1 | -8 | 4
COc1cc(NCCCNC(C)C)c2nccc(C)c2c1 | -3 | i | 1 | -2 | 26* | 6 | -0.9 | 5 | 11
CCOc1ccccc1N1CC(C(=O)Nc2ccc3c(c2)OCCO3)CC1=O (configuration not stated) | -8 | i | -2 | 15 | -4 | -5 | -0.7 | 0 | -10
Nc1ccc(C(=O)N2CCN(S(=O)(=O)c3ccc(Br)cc3)CC2)cc1[N+](=O)[O-] | -2 | i | -1 | 22 | -3 | -4 | 1.2 | -3 | -5
COCCNC(=O)c1ccc2c(c1)NC(=O)CS2 | 1 | i | -2 | -6 | 3 | -1 | -0.6 | 0 | -10
